S1P3 antagonist – S1P3 receptor antagonists, primary screen, cell-based; 170,000 tested, 0.27% active; AID 485, 2006; inhibition, % at 4.98 µM; CHO S1P3 NFAT-BLA reporter, FRET fluorescence, antagonist mode; Sphingosine 1-phosphate receptor 3 (Homo sapiens), Q99500;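 active means inhibition above the plate cutoff, the mean inhibition of test wells on that plate plus 3 SD, cut at about 28% in these data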;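 further: cells challenged with S1P at its EC80 of 0.8 µM; blue over green emission ratio from cleaved BLA substrate after 4 h stimulation; 0% = S1P-stimulated wells and 100% = unstimulated DMSO-only wells; some compounds past the cut are filed as inactive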
Target sequence (Q99500 whole entry, looked up): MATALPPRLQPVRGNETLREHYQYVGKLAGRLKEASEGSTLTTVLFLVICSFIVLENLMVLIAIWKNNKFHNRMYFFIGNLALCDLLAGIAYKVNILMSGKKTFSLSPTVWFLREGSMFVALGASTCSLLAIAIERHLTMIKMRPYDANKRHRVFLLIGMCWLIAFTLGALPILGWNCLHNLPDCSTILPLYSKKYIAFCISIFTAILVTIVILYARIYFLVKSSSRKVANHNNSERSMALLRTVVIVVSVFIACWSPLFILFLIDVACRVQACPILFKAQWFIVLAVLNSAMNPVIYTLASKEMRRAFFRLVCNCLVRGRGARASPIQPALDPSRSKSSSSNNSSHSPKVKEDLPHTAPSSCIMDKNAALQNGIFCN
PMI act satM6P – human PMI activators, high substrate, primary screen, biochemical, fluorescence intensity, near-saturating mannose 6-phosphate | Mannose-6-phosphate isomerase (Homo sapiens), P34949 | AID 1216, 2008 | coupled PMI enzyme assay, resazurin fluorescence, 20 min; stronger effect = higher value; 1 = untreated enzyme, 0 = substrate-free blank | 190,000 tested, 0.34% active | activation factor at 20 µM;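 active means activation factor of 2 or more at 20 µM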
Target sequence (P34949 whole entry, looked up): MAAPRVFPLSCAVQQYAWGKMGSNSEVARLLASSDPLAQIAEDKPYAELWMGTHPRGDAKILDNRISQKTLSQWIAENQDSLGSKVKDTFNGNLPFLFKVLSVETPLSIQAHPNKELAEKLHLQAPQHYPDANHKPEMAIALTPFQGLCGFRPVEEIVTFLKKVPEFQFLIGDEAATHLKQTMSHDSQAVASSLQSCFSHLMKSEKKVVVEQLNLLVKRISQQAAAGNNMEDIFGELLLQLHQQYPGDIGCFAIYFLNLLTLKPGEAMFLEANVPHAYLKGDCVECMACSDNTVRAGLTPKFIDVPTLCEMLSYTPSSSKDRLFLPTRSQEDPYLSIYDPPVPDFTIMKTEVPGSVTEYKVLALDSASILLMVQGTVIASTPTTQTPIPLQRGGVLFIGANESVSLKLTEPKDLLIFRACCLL
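Test system: human phosphomannose isomerase with PGI, G6PDH, diaphorase coupling enzymes; amount: 15 ng/mL PMI; incubation: enzyme reaction with compound 20 min at room temperature; technique: resorufin fluorescence (Ex 544/Em 590 nm) from resazurin via diaphorase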
PMI activator – activators of human PMI, primary screen, biochemical, fluorescence intensity, near-Km mannose 6-phosphate; AID 1214, 2008; activation factor at 20 µM; purified human PMI, coupled resazurin fluorescence, 20 min; stronger effect = higher value; 1 = vehicle control, 0 substrate-free wells; 190,000 tested, 0.005% active;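 active means activation factor of 2 or more at 20 µM, relative to plate controls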
Diaphorase inh – diaphorase inhibitors and chemical oxidizers, primary screen, counter-screen for diaphorase-coupled primary assays, biochemical, uHTS, resorufin fluorescence; diaphorase resazurin-to-resorufin fluorescence, NADH, 16 min; bacterial (C. kluyveri) enzyme, not human; inhibition, % at 20 µM; 190,000 tested, 0.69% active;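 active means primary screen inhibition at 20 µM above a set limit, cut at about 50% in these data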;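 further: plate controls were DMSO with full reaction for no effect and wells lacking NADH for full effect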
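Assay system: diaphorase enzyme from Clostridium kluyveri; Input: enzyme working solution with 0.14 U/mL diaphorase; Timing: 16 min at room temperature; Technique: resorufin fluorescence, excitation 544 nm, emission 590 nm; Benchmarks: positive control minus NADH, DMSO neutral control.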
Lmaj promast – Leishmania major promastigote growth inhibition, primary screen; Leishmania major promastigotes, resazurin fluorescence viability; 200,000 tested, 9% active; inhibition, % at 10 µM;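 further: promastigotes grown with compound for 44 hours at 28 °C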
Diaphorase act – compounds boosting diaphorase resazurin reduction – biochemical, uHTS, resorufin fluorescence, counter-screen for diaphorase-coupled primary assays, primary screen; Diaphorase/resazurin coupled assay, 16 min; stronger effect = higher value; 1 = vehicle wells, 0 = NADH-free wells; activation factor at 20 µM; 190,000 tested, 0.005% active; AID 1229, 2008;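 active means diaphorase activity raised at least twofold by the compound at 20 µM; inactive means activation factor below 2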
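Material: purified diaphorase enzyme from Clostridium kluyveri / Medium: HEPES pH 7.4 buffer with MgCl2 and Tween 20 / Schedule: enzyme reaction of 16 min at room temperature / Measured by: resorufin fluorescence, excitation 544 nm, emission 590 nm / Evaluation: rise in resorufin formation, marking diaphorase activation or chemical reduction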
RAM network inh – inhibitors of the yeast RAM network, primary screen, dse1pr::URA3 reporter, 5-FOA selection. S. cerevisiae dse1pr::URA3 reporter, 5-FOA growth OD615, 2 d; analog-sensitive cbk1-as2 kinase mutant strain. AID 868, 2007. inhibition, % at 50 µM. 190,000 tested, 1.8% active;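 active means inhibition above a set limit, 3 SD over mean compound inhibition, cut at about 8.4% in these data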;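 further: 0% = DMSO-only wells with no growth and 100% = 10 µM 1-NA-PP1 full growth; inhibition rescues growth on 5-FOA so higher OD means more RAM inhibition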
DTT redox prof – compounds producing H2O2 with reducing agent – biochemical, NIH compound library profiling, artefact control for MLSCN library redox annotation, primary screen. activation, % at 10 µM. 200,000 tested, 0.03% active. AID 878, 2007. DTT-dependent redox cycling H2O2, phenol red/HRP absorbance; 100% = 100 µM peroxide control, 0% = buffer;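 active means activation of at least 50% relative to the plate's high and low controls in the primary single-dose screen; inactive means activation below 50%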;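 further: compound incubated with DTT at 0.8 mM final as the reducing agent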
TLR4-MyD88 BLA – inhibitors of TLR4-MyD88 association in cells, primary screen, cell-based, HeLa CL3-4, BLA complementation, FRET ratio; 200,000 tested, 0.18% active; AID 861, 2007; HeLa CL3-4 TLR4/MyD88 BLA complementation; inhibition, % at 8.4 µM; Toll-like receptor 4 (Homo sapiens) + Myeloid differentiation primary response protein …; in the data active means inhibition above about 25%;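 further: 0% = vehicle and 100% = reference inhibitor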
Hsp70 act – Hsp70 transcriptional activators, primary screen, cell-based, HeLa, Hsp70 promoter luciferase, luminescence, 10 µM; HeLa Hsp70 promoter luciferase reporter; scaled: vehicle 0, proteasome-inhibitor control 100%; activation, % at 10 µM; 200,000 tested, 0.04% active;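 active means activation above the mean across all tested compounds plus 3 SD, cutoff set per campaign, cut at about 5.5% in these data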;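 further: 100% = MG132 at 30 µM as the positive control and 0% = DMSO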
G6PDH CS – L. mesenteroides G6PDH inhibitors, counter-screen for G6PDH-coupled screening assays, biochemical, Leuconostoc mesenteroides enzyme; inhibition, % at 5 µM; 200,000 tested, 0.12% active; glucose-6-phosphate dehydrogenase [Leuconostoc mesenteroides]; Purified L. mesenteroides G6PDH, diaphorase/resazurin coupled fluorescence, 45 min
Starred values were filed as active, the others as inactive; · = no result given. Unless noted, no stated cut-off is given here; in the data, active means inhibition above about 50%; inactive means the rest.

SMILES	S1P3 antagonist	PMI act satM6P	PMI activator	Diaphorase inh	Lmaj promast	Diaphorase act	RAM network inh	DTT redox prof	TLR4-MyD88 BLA	Hsp70 act	G6PDH CS
CCC/C(=N\NC(=O)CNC(=O)c1ccc(Cl)cc1)c1ccccc1	2	0.9	0.9	18	11	0.8	0.9	-1.4	-9	0.1	5
OCCN1CCN(C(=S)c2ccc(Br)cc2)CC1	·	0.9	1	8	68*	0.9	0.0	-3.7	-18	-0.2	3
COc1ccccc1-c1nc(-c2ccccc2)[nH]c(=O)c1C#N	5	1.1	1.1	-2	-2	1	0.8	-0.4	6	-0.3	-6
COc1cccc(Nc2nc(-c3ccc4c(c3)OCCO4)cs2)c1	·	0.8	0.8	29	12	0.7	4.6	2.3	12	0.6	2
CCCCN(CC)S(=O)(=O)c1ccc(C(=O)Nc2nnc(COC)o2)cc1	-20	1	1.1	6	2	0.9	0.2	-1.3	-11	-0.5	1
COc1ccccc1CC(=O)Nc1c[nH]c(=O)[nH]c1=O	-13	1.1	0.9	4	-8	1	-1.0	0.4	0	-0.4	6
N/C(=N\OC(=O)c1ccc([N+](=O)[O-])cc1)c1cccnc1	2	0.9	0.9	12	-2	0.9	2.8	0.3	-5	0.0	-9
O=S(=O)(NCC(c1ccccc1)N1CCNCC1)c1ccc(Cl)cc1 (stereo not drawn)	8	0.9	0.9	18	15	0.8	-0.4	1.5	-12	-0.3	15
Cc1ccc(Sc2c(C)nn(C(=O)CNS(=O)(=O)c3ccc(F)cc3)c2C)cc1	4	1	0.9	6	-7	0.9	6.6	-0.2	-12	-0.5	8
Cc1cc(C)n(-c2nc3ccccc3c(=O)n2OCc2ccc(F)cc2)n1	4	1.1	1	-2	-5	1	3.9	2.6	1	0.2	0
CC(C)NC(=S)NNC(=O)C12CC3CC(CC(C3)C1)C2	·	1	0.9	4	-4	1	1.3	0.2	5	-0.3	15
O=C(c1cc2ncccn2n1)N1CCc2c([nH]c3ccccc23)C1c1ccccc1F (stereo not drawn)	-9	·	·	·	56*	·	3.9	-0.8	-2	-0.3	19
CCOc1cc(C(=O)OCc2ccc(C(=O)OC)o2)cc(Br)c1OC	2	0.9	0.9	18	-2	0.8	4.2	-3.7	8	-0.4	-2
CCn1ncc(Cl)c1C(=O)NC(=S)Nc1c(C)cc(C)cc1[N+](=O)[O-]	6	1	0.9	18	15	0.8	-0.1	-0.5	-3	0.0	2
c1cc2c(cc1Cn1cnnn1)OCO2	-29	1.1	1.1	-4	-7	1	0.5	0.5	7	-0.4	9
N#Cc1nc(-c2ccccc2)oc1NCC1CCCO1 (stereo not drawn)	-14	1	1.1	26	-6	0.7	-0.4	-0.1	4	-0.2	-2
COc1cccc(C2CC(c3ccc(Cl)cc3)Nc3nc(N)nn32)c1 (stereo not drawn)	-18	0.9	0.8	9	-9	0.9	0.3	-1.1	2	0.2	25
CCC(=O)Nc1ccc(-c2nc3ccccc3c(=O)o2)cc1	-3	1.2	1.2	4	-1	1	5.8	-1.5	-22	-0.2	-2
Fc1ccc(Cl)cc1/C=N/n1cnnc1SCc1ccccc1	·	1	1	-2	-3	1	-0.8	0.1	2	-0.3	3
O=C1CCC([N+](=O)[O-])C(c2ccc(Cl)cc2Cl)N1 (stereo not drawn)	·	1	1	8	-4	0.9	-1.0	3.2	-9	-0.2	15
CC(C)(C)NC(=O)NC(=O)COC(=O)c1cccc(S(=O)(=O)N2CCCCC2)c1	-7	0.9	0.9	20	-4	0.8	4.0	-0.6	1	-0.4	-5
CCn1c(SCC(=O)Nc2ccc3c(c2)OCO3)nnc1-c1cnccn1	-35	0.9	0.9	6	9	0.9	2.5	0.5	-6	-0.4	1
C#CC1(O)CC(C)N(C)C(C)C1 (stereo not drawn)	-5	0.9	0.9	15	-8	0.9	1.6	-0.4	6	-0.1	-17
O/N=C/c1ccc(OCc2ccccc2F)c(Cl)c1	1	0.9	0.9	20	1	0.8	2.6	-0.3	2	0.1	10
O=C(NC(Cc1ccccc1)c1ccc2c(c1)OCCCO2)c1ccccc1 (stereo not drawn)	·	0.9	0.8	14	-10	0.9	4.9	2.5	-14	-0.3	8
CCn1cc(C2=NC(C)(C)CO2)c2ccccc21	·	1	1	10	3	0.9	0.7	0.1	3	-0.5	0
Cc1ccc(SCc2ccc(C(=O)Nc3cc([N+](=O)[O-])ccc3C)cc2)cc1	·	1	1.1	3	-7	1	10*	-1.2	8	0.5	11
Cc1cccc(-n2c(-c3ccoc3C)n[nH]c2=S)c1	-6	1	1	10	4	0.9	0.7	0.2	-8	-0.6	12
COC(=O)C1=C(C)OC(N)=C(C#N)C1c1cc(C)sc1C (stereo not drawn)	·	0.9	0.9	10	6	0.9	1.6	0.0	0	-0.1	15
Cc1ccc2[nH]c(CCN(C)C)c(CC#N)c2c1	·	0.9	0.9	6	-1	0.9	1.8	0.9	5	-0.3	-23
OCC[C@H]1C[C@H](O)[C@@H](O)[C@@]2(CCCCO2)O1	-1	0.9	0.9	15	-6	0.8	0.5	0.4	1	0.4	12
COc1ccccc1S(=O)(=O)Cc1ccc(C(=O)NC(C)c2ccc3c(c2)OCCO3)o1 (stereo not drawn)	-42	0.9	0.9	19	-4	0.8	0.1	0.7	-10	-0.2	3
C=CCNc1nc2ccccc2nc1NS(=O)(=O)c1cccs1	-1	1.1	1	-2	-4	1	-0.2	1.6	12	-0.2	10
CCNc1nc(NCC)n2c(SCC(=O)NCC3CCCCC3)nnc2n1	-3	1	0.9	-2	-5	1	-0.4	0.2	-11	-0.3	-8
Cc1ccc(NC(=O)c2oc3ccc(S(=O)(=O)N4CCC5(CC4)OCCO5)cc3c2C)cc1C	1	0.9	0.9	17	15	0.8	12*	-0.5	-5	0.1	1
CC(C)CNC(=O)C(=O)NCc1ccccn1	-2	1.1	1.1	-12	-9	1.1	0.4	-0.5	0	-0.4	4
CCOc1ccc(C(=O)NCc2cccnc2)cc1[N+](=O)[O-]	-1	1.1	1.1	-6	-4	1.1	0.1	-1.9	3	-0.1	2
COc1cc2c(cc1OC)C(c1cccs1)N(C(=O)c1ccncc1)CC2 (stereo not drawn)	-16	1	1.1	-9	4	1.1	4.0	1.0	-12	0.1	4
CCCCc1nc(Cl)c(C#N)c2c1CSC(C)(C)C2	2	0.9	0.9	16	3	0.8	2.0	0.2	-1	-0.2	3
CCCOC(=O)c1ccc(S(N)(=O)=O)o1	4	1	0.9	8	34	0.9	-0.5	-0.3	27*	-0.2	-10
O=C1CC(c2ccccc2)Cc2nc(NC3CC3)ncc21 (stereo not drawn)	-12	0.9	1.1	8	9	0.9	2.9	-0.4	-1	0.0	4

High-throughput results (PubChem)
